Sm TGR inh = S. mansoni TGR enzyme inhibition | AID 485364 | purified TGR, DTNB reduction, TNB absorbance 405 nm | 3% of 360,000 active | Potency, µM (top dose mostly 114 µM), for inactives: at the highest dose activity change, negative = inhibition, actives largely listed as inhibitors; further: potency means the concentration at half of the fitted maximal effect; nearly all actives have a fitted effect of over 60% in size
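Kinetic colorimetric format: TGR-catalysed, NADPH-driven DTNB reduction monitored via TNB absorbance. Enzyme dispensed at 20 nM; compound exposure 15 min at room temperature before reaction start.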
AmpC no deterg = inhibitors of E. coli AmpC beta-lactamase without detergent | P00811 | AmpC nitrocefin hydrolysis, absorbance 480 nm, 0.0001% Triton | Potency, µM (doses to about 57.1 µM), without a hit: at the top dose activity change, negative = inhibition, hits mostly inhibitors | 0.52% of 330,000 active | AID 485341;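 further: potency means the concentration at half of the fitted maximal effect; plate controls were no compound for no effect and no enzyme for full effect; nearly all actives have a fitted effect of over 20% in size; some results filed as inactive show a strong effect at the top dose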
Target sequence (P00811 whole entry, looked up): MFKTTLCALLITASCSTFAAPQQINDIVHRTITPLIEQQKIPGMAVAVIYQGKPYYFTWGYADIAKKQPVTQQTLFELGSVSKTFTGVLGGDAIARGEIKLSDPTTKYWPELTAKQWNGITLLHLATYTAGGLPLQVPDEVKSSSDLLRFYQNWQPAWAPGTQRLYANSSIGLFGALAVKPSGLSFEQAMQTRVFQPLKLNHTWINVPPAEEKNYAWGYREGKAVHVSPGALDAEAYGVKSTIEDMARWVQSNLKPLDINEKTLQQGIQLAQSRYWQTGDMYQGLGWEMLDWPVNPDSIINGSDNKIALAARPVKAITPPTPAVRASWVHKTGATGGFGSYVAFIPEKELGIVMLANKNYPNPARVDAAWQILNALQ
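AmpC (5.3 nM in the dispensed reagent) in 20 mM phosphate pH 7.0 with 0.01% (detergent screen) or 0.0001% Triton X-100 was preincubated with compounds for 15 min at room temperature. Nitrocefin was then added from an 800 uM solution, and hydrolysis was followed at 480 nm.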
TbPYK inhibitor = T. brucei pyruvate kinase inhibition; TbPYK enzyme, Kinase-Glo Plus ATP luminescence, 45 min; Potency, µM (top dose mostly 76.8 µM), for the others: at the highest dose activity, negative = inhibition, actives largely listed as inhibitors; 0.12% of 410,000 active; AID 624173; further: potency means the concentration at half of the fitted maximal effect; nearly all actives have a fitted effect of over 50% in size
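Luminescent Kinase-Glo Plus end-point after 45 min room-temperature reaction of T. brucei pyruvate kinase started with 130 uM ADP (final). Buffer TEA 50 mM pH 7.2 with KCl, MgCl2, BSA, Tween-20; titration-based qHTS with fitted concentration-effect curves.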
AMA1-RON2 inh = AMA1-RON2 (P. falciparum) interaction inhibition; AlphaScreen AMA1-biotinylated RON2 peptide binding; Potency, µM (titrated, usually from 58.2 µM), for inactives: at the top dose activity change, negative = inhibition, most hits filed as inhibitors; 0.2% of 360,000 active; AID 720542;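 further: potency means the concentration at half of the fitted maximal effect; 0% = vehicle wells and -100% = peptide control; nearly all actives have a fitted effect of over 45% in size; some results filed as inactive show a strong effect at the top dose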
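AMA1 (3D7) with his tag at 25 nM final met compounds first, then biotinylated RON2 peptide at 25 nM; detection used donor plus acceptor beads, 10 µg/mL apiece, read by AlphaScreen after 30 min at room temperature.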
HCMV antiviral = human cytomegalovirus inhibition. HFF cells, HCMV-luciferase reporter, 72 h; stronger effect = lower value. activity change, negative = inhibition, % at 57.5 µM. 4.5% of 410,000 active. AID 1259415; in the data active means activity change below about -60%; inconclusive means no clear call, values can overlap the other calls; inactive means above about -39%
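Screen run at 2 compound doses on HFFs infected with reporter HCMV, MOI 1 PFU/cell. Luciferase activity from cell lysates at 72 h post infection gave inhibition relative to buffer-only and Salinomycin wells.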
LmPK inhibitor = inhibitors of Leishmania mexicana pyruvate kinase. Q27686. purified LmPK, Kinase-Glo ATP luminescence, 1 h. Potency, µM (doses to about 57.5 µM), for inactives: at the highest dose activity change, negative = inhibition, hits mostly inhibitors. 0.37% of 290,000 active. AID 1721; further: potency means the concentration at half of the fitted maximal effect
Target sequence (Q27686 whole entry, looked up): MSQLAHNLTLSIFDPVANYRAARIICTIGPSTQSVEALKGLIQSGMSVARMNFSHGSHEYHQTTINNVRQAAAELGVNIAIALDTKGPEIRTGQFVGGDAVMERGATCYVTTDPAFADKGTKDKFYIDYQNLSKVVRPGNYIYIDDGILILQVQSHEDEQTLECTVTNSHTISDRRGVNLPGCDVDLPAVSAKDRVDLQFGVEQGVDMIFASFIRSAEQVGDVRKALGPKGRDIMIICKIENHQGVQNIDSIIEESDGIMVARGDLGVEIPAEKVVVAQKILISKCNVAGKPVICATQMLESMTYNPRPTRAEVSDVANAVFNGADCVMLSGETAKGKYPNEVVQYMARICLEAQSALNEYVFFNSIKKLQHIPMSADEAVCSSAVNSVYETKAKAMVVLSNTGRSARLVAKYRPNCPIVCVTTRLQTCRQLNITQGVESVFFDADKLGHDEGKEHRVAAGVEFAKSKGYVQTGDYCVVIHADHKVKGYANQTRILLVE
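Pyruvate kinase activity monitored as ATP production (luciferase luminescence). Conditions: 0.1 nM enzyme, 0.5 mM PEP, 0.1 mM ADP, 1 h, RT; normalized against uninhibited and no-enzyme wells.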
AmpC detergent = AmpC beta-lactamase inhibition with detergent present | AmpC hydrolysis of nitrocefin, absorbance 480 nm, 0.01% Triton | Potency, µM (series often up to 114 µM), for the others: at the top dose activity change, negative = inhibition, usual class: inhibitors | 0.041% of 370,000 active | AID 485294 | P00811;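 further: potency means the concentration at half of the fitted maximal effect; 0% = no-compound wells and -100% = no-enzyme wells; nearly all actives have a fitted effect of over 25% in size; some results filed as inactive show a strong effect at the top dose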
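AmpC (5.3 nM in the dispensed reagent) in 20 mM phosphate pH 7.0 with 0.01% (detergent screen) or 0.0001% Triton X-100 was preincubated with compounds for 15 min at room temperature. Nitrocefin was then added from an 800 uM solution, and hydrolysis was followed at 480 nm.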
* hit, by the source's call; u = inconclusive; x = no result given; [ ] = dose if it differs, or a comment. Unless noted, the call rests on the fitted dose curve; in most records, active means well fitted curve in the direction sought with a large enough effect; inconclusive means small, poorly fitted or top-dose-only effect, or another doubt; inactive means no such curve, though single readings can be large; an effect the other way counts as inactive or inconclusive. Unless noted, on the % scale 0 is the no-effect control and ±100 the full control effect.

The line under a structure holds: LmPK inhibitor | AMA1-RON2 inh | Sm TGR inh | TbPYK inhibitor | AmpC detergent | AmpC no deterg | HCMV antiviral
- CC1(C(=O)Nc2ccc3c(c2)OCO3)CCN1Cc1cccc2c1OCO2 (stereo not given)
    x | -25% | x | -2% | x | x | -7
- CCOc1cc(/C=C2\CCC/C(=C\c3cc(Cl)c(O)c(OCC)c3)C2=O)cc(Cl)c1O
    -1% | -2% | -25% | -16% | u | -23% | -98*
- CC(C)CNS(=O)(=O)c1ccc(CCC(=O)NCc2cccnc2)cc1
    3% | 36%[activator] | 9% | 10% | -12% | -4% | 5
- Cc1c(C(=O)N2CC(C)OC(C)C2)oc2ccccc12 (stereo not given)
    -1% | 0% | -13% | -2% | u | -2% | 21
- C=CC[C@H](CC(=O)N(CCO)Cc1ccccc1)C(=O)NCCOC(=O)[C@@H](CC=C)CC(=O)OC(C)(C)C
    x | 0% | x | -1% | x | 263%[activator] | -30
- Cc1ccc(C)c(S(=O)(=O)N2CCN(C(C)C(=O)Nc3ccccc3-c3ccccc3)CC2)c1 (stereo not given)
    5% | -3% | 8% | -6% | u | -6% | -13
- COc1cccc(/C(O)=C2/C(=O)C(=O)N(c3ccccn3)C2c2ccc(OC)c(OC)c2)c1 (stereo not given)
    2% | 3% | 24% | 4% | -1% | -18% | 107
- CC1(C)CC(=O)C=C(NCCN2CCN(C(=O)Nc3ccc(Cl)c(Cl)c3)CC2)C1
    -7% | 4% | -7% | -6% | -2% | 131%[activator] | 30
- COC(=O)CC(=O)CSc1nc2cc(C(=O)NCC(C)C)ccc2c(=O)n1CCc1ccccc1
    x | x | 17% | 0% | 10% | x | -94*
- O=C(NNC(=O)c1cccnc1Cl)c1ccc(F)cc1
    -5% | 0% | 3% | 0% | -10% | -10% | x
- Cc1[nH]n(-c2ccccc2)c(=O)c1C=NC1CCCCC1
    -5% | 1% | 9% | -2% | 6% | -23% | -30
- CC(C)c1ccc(S(=O)(=O)c2nnn3c2nc(NCC2CCCO2)c2ccccc23)cc1 (stereo not given)
    -7% | -6% | 2% | 4% | -14% | -24% | x
- O=[N+]([O-])c1cnccc1Nc1ccccc1
    -2% | -3% | 0% | 1% | u | -17% | -13
- Cc1cccc(-n2c(O)c(C=Nc3ccc(S(N)(=O)=O)cc3)c(=O)[nH]c2=O)c1
    -5% | -2% | -30% | 3% | -13% | -10% | -38
- O=C(CCNS(=O)(=O)c1ccc(Br)cc1)NCC1CCCO1 (stereo not given)
    x | -2%[11.6 µM] | -12% | 2% | -2% | -4% | 43
- CCC(=O)Nc1nnc(SCc2cccc(F)c2)s1
    0% | 0% | x | 2% | 3% | -25% | -15
- C=CCn1c(-c2ccccc2)nc(=S)c2c1CC(C)(C)OC2
    0% | 6% | -34% | x | -10% | -27% | 6
- CC(C)C(N)c1csc(Nc2ccc(C(=O)NCCCO)cn2)n1 (stereo not given)
    x | 115%[activator] | x | 4% | x | x | -14
- Cc1cc(C)nc(SC2CCCCC2NS(=O)(=O)c2ccccc2)n1 (stereo not given)
    0% | -3% | -3% | -3% | u | -7% | 9
- CCOc1ccc(NC(=O)Cn2c(=O)n(Cc3ccc(C(=O)NCc4ccc(C)cc4)cc3)c(=O)c3ccccc32)cc1
    x | x | -11% | -4% | -3% | x | 4

Shown with tabs: part of the list above.
mol	LmPK inhibitor	AMA1-RON2 inh	Sm TGR inh	TbPYK inhibitor	AmpC detergent	AmpC no deterg	HCMV antiviral
Cc1c(C(=O)N2CC(C)OC(C)C2)oc2ccccc12 (stereo not given)	-1%	0%	-13%	-2%	u	-2%	21
O=C(CCNS(=O)(=O)c1ccc(Br)cc1)NCC1CCCO1 (stereo not given)	x	-2%[11.6 µM]	-12%	2%	-2%	-4%	43

Part of the list above, reduced to TbPYK inhibitor, HCMV antiviral and AmpC detergent.
| canonical_smiles | TbPYK inhibitor | HCMV antiviral | AmpC detergent |
| --- | --- | --- | --- |
| Cc1ccc(C)c(S(=O)(=O)N2CCN(C(C)C(=O)Nc3ccccc3-c3ccccc3)CC2)c1 (stereo not given) | -6% | -13 | u |
| Cc1cccc(-n2c(O)c(C=Nc3ccc(S(N)(=O)=O)cc3)c(=O)[nH]c2=O)c1 | 3% | -38 | -13% |
| O=C(CCNS(=O)(=O)c1ccc(Br)cc1)NCC1CCCO1 (stereo not given) | 2% | 43 | -2% |
| C=CCn1c(-c2ccccc2)nc(=S)c2c1CC(C)(C)OC2 | x | 6 | -10% |
| CC(C)C(N)c1csc(Nc2ccc(C(=O)NCCCO)cn2)n1 (stereo not given) | 4% | -14 | x |
| C=CC[C@H](CC(=O)N(CCO)Cc1ccccc1)C(=O)NCCOC(=O)[C@@H](CC=C)CC(=O)OC(C)(C)C | -1% | -30 | x |

The results go on:
The line under a structure holds: LmPK inhibitor | AMA1-RON2 inh | Sm TGR inh | TbPYK inhibitor | AmpC detergent | AmpC no deterg | HCMV antiviral
- Cc1onc(-c2ccccc2)c1C(=O)Nc1ccc(Br)cc1Cl
    -6% | -12% | 7% | 5% | -2% | -16% | -16
- Cc1csc(CN(C)C(=O)CC2C(=O)NCCN2Cc2ccc(F)cc2Cl)n1 (stereo not given)
    -9% | 33%[activator] | 13µM* | -11% | -8% | 34% | -32
- O=C(c1ccc(OC2CCN(C/C=C/c3ccccc3)CC2)cc1)N1CCCC1
    -10% | -1% | -14% | 1% | -7% | 125%[activator] | 3
- Nc1nc(N)c2cnnn2n1
    x | 20% | x | -2% | x | x | -20
- Cc1cccc(NS(=O)(=O)c2ccc3[nH]c(=O)cc(C(=O)O)c3c2)c1
    3% | 1% | -3% | 4% | -4% | -13% | -20
- Cc1cccc(NC(=S)NC2CCCC2)c1C
    6% | -9% | -18% | -8% | u | -15% | -18
- O=C(c1ccc(Cl)cc1)[C@@H]1[C@@H]2C(=O)N(c3ccccc3)C(=O)[C@@H]2C2c3ccccc3C=NN21 (stereo not given in full)
    -4% | 14% | -9% | 0% | -10% | -52% | 6
- CCOc1ccc(OCC)c(NC(=O)CN2CCN(c3ccc(C)cc3C)CC2)c1
    -2% | -6% | 7% | 26% | 0% | -8% | 16
- COc1ccc(-n2nc(C(=O)NCC(=O)Nc3cccc(C)n3)c3ccccc3c2=O)cc1
    6% | 1% | -9% | -3% | 2% | -11% | 6
- CC(C)N(Cc1nccn1C)C(=O)CC1C(=O)NCCN1Cc1ccccc1C(F)(F)F (stereo not given)
    7% | 14% | -14% | 4% | -9% | 174%[activator] | -36
- CCc1ccc(N2CN(CCc3ccccc3)CNC2=S)cc1
    11% | -3% | 8% | -3% | 8% | 13% | 40
- COc1ccccc1NC(=O)COC(=O)c1ccc(S(=O)(=O)NCc2ccco2)cc1
    1% | 6% | u | -1% | 3% | -38% | 40
- COc1cc(-c2n[nH]c(=S)n2/N=C/c2cccn2C)cc(OC)c1OC
    7.9µM* | 50%[activator] | -3% | u | -8% | -15% | 27
- COc1cc(OC)cc(-c2c(-c3cccs3)c3cc(-c4cnc(N)nc4)ccc3n2C)c1
    x | -1% | x | -2% | x | -14% | -22
- COc1ccc(C(C(=O)NCC2CCCO2)N(Cc2cccs2)C(=O)c2snc(C(N)=O)c2N)cc1 (stereo not given)
    -3% | -2% | 3% | -1% | 0% | 31% | -101*
- CCOc1ccc(N(CC(=O)NC2CCCCC2C)S(=O)(=O)c2c(C)noc2C)cc1 (stereo not given)
    9% | -1% | -8% | 2% | 1% | 21% | -12
- Cc1[nH]c2ccccc2c1C(=O)CSc1nc2cc(S(=O)(=O)N3CCCCC3)ccc2o1
    3% | u | 7% | -7% | -6% | -30% | -39
- CN(Cc1ccc(Cl)cc1Cl)C(=O)CCNC(=O)c1ccco1
    x | 2% | -30% | -7% | -4% | 3% | -11
- O=c1c2cc(-c3ccccc3)sc2ncn1/N=C/c1ccco1
    -5% | -5% | 10% | 5% | -8% | -16% | 59
- O=C(Nc1ccc2ccccc2c1)c1cn(-c2ccccc2)nc1-c1cccs1
    3% | 9% | 8% | -9% | -6% | -55% | -60*

Next part
The line under a structure holds: LmPK inhibitor | AMA1-RON2 inh | Sm TGR inh | TbPYK inhibitor | AmpC detergent | AmpC no deterg | HCMV antiviral
- COc1cc(C=O)ccc1OC(=O)N1CCOCC1
    6% | 13% | -2% | 1% | -3% | -14% | 10
- O=C(NCCCN1CCCC1)[C@H](CSCc1ccccc1)N1Cc2ccccc2C1=O
    6% | 1% | -3% | 4% | -4% | 57% | u
- COc1ccc(NC(=O)c2cc([N+](=O)[O-])ccc2O)cc1
    13µM* | 1% | 0% | u | 1% | -28% | -102*
- CCN(CC)c1ccc(/C=N/NC(=S)NCc2ccc(OC)cc2)cc1
    5% | 41%[activator] | -1% | -4% | -13% | -34% | 16
- Cc1ccc(S(=O)(=O)N2CCOCC2)cc1C(=O)Nc1nc2ccccc2[nH]1
    1% | 40%[activator][11.6 µM] | -3% | 1% | -5% | -8% | 96
- CC1(C)Cc2cccc(OCC(=O)OCC(=O)Nc3cccc(S(N)(=O)=O)c3)c2O1
    0% | -1% | 4% | 1% | 4% | -33% | 19
- Cc1cc(C)cc(-n2cnc3cc(C(=O)O)ccc32)c1
    5% | -4% | 13% | -8% | -6% | -16% | u
- Cc1cccc(-n2c(SCC(=O)c3c(N)n(C4CC4)c(=O)[nH]c3=O)nnc2N2CCOCC2)c1
    x | -4% | -15% | -9% | -4% | -2% | 21
- CSc1nc(-c2ccco2)nn1C(=O)c1ccccc1
    0% | 15% | 16µM* | -9% | 3% | -14% | -5
- COc1ccc(N2C(=O)CSC23C(=O)N(CC(N)=O)c2ccccc23)cc1 (stereo not given)
    x | x | 5% | 8% | 11% | x | 24
- O=C(Cn1nnc(-c2ccc(Cl)cc2)n1)N1CCN(C(=O)c2ccco2)CC1
    x | 0% | 6% | 6% | u | 32% | 0
- CC(C)C1Nc2ccc(C(=O)NC3CCCCC3)cc2NC1=O (stereo not given)
    -6% | -5% | 10% | -6% | -3% | -50% | x
- Cc1ccc(S(=O)(=O)NCCC(=O)NCC(c2ccc(F)cc2)N2CCOCC2)cc1 (stereo not given)
    x | 2% | 0% | -1% | -2% | 91%[activator] | -21
- CCn1c(SCC(=O)Nc2cc(C)ccc2C)nnc1-c1cnccn1
    -1% | -9% | 9% | 6% | -14% | -6% | 11
- O=C(NCc1cccc(Cl)c1)c1cc(=O)[nH]c2ccccc12
    -1% | 0% | 6% | -3% | -8% | -18% | -37
- COc1ccc2sc(N(Cc3cccnc3)C(=O)c3ccco3)nc2c1
    x | x | 10% | -1%[15.4 µM] | 3% | x | 0

Assay outcomes: PubChem BioAssay, National Center for Advancing Translational Sciences (NCATS)
